High-throughput results from PubChem BioAssay.
PP1 counter: blocks human PP1-alpha phosphatase, a PP5 counter-screen | P62136 | purified PP1alpha, OMFP fluorescence | inhibition, % at 6.7 µM | actives 0.9% (n = 320,000) | AID 2235;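 active = inhibition above the mean inhibition of all tested compounds plus 3 SD, computed separately for each screening campaign, cut at about 15% in these data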
Target sequence (P62136 whole entry, looked up): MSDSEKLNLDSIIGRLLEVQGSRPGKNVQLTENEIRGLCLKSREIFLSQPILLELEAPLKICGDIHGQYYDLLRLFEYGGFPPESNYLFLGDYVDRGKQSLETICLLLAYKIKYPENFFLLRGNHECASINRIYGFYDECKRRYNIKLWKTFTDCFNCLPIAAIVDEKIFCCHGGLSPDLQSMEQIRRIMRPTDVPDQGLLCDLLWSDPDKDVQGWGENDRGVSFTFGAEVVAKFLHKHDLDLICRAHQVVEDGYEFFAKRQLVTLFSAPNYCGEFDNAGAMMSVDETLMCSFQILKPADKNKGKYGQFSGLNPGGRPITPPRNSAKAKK
GASC-1 inh: human JMJD2C demethylase inhibition | Q9H3R0 | GST-JMJD2C(1-420) H3K9me3 demethylation, DELFIA europium | inhibition, % at 2.35 µM | actives 0.069% (n = 330,000) | AID 2099;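 active = more than half of a compound's replicate wells show inhibition beyond 50%, single wells judged on their own value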;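 note: signal counts dimethyl H3K9 product captured on neutravidin plate; 0% = median of DMSO wells and 100% = 0.3 times that DMSO median; strong numbers were not always called active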
Target sequence (Q9H3R0 1-420 limits assumed): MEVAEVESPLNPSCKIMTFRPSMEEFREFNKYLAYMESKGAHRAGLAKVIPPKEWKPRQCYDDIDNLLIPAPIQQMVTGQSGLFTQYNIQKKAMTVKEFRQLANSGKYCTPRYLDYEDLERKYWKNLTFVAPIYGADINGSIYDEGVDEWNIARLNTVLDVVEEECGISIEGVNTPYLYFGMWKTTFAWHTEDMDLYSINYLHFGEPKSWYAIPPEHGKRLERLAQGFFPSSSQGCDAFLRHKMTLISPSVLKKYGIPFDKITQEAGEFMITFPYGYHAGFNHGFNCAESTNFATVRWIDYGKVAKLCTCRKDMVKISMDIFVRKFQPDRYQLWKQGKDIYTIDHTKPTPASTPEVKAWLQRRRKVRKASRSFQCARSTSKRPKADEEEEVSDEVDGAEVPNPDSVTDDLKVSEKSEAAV
proCasp7 act: counter-screen: procaspase-7 (human) activation; recombinant procaspase-7, Ac-DEVD-pNA absorbance 405 nm; D23A/D198A/D206A triple mutant, cannot self-cleave; scale: DMSO 0, 5 µM enzyme 100; activation, % at 8.5 µM; actives 0.093% (n = 330,000);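 active = percent activation above the screen-wide mean plus 3 SD, cut at about 25% in these data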
Target sequence (P55210 whole entry D23A/D198A/D206A): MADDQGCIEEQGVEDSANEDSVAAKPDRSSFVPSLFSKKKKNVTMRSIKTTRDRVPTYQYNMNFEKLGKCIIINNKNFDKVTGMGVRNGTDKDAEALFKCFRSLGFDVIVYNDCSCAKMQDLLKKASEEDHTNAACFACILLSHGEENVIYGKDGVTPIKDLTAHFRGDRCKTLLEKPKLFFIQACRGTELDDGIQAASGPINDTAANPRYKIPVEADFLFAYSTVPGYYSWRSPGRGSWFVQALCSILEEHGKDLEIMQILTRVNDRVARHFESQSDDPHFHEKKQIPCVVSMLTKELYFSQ
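Replicates: singlicate. Assay system: Procaspase-7 triple mutant (PC-7 D3A). Signal: 405 nm absorbance of p-nitroaniline. Times: 1 h preincubation, 2 h reaction. Buffer or medium: Zinc-free HEPES pH 7.4 with 300 mM NaCl, 0.01% Triton X-100. Also added: DEVD-pNA substrate. Benchmarks: DMSO wells as 0%, DMSO with 5 µM added PC-7 as 100%.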
core dimer inh: blocks dimerization of HCV core protein. TR-FRET GST/Flag-core106 dimerization, 1536-well. inhibition, % at 5 µM. actives 0.33% (n = 300,000). AID 1899;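 active = inhibition above the mean of all tested compounds plus 3 SD, set per screening campaign, cut at about 45% in these data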
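System – GST-tagged and Flag-tagged HCV core protein residues 1-106 · Repeats – one well for each compound · Technique – TR-FRET 671 and 617 nm emission · Doses – one concentration, 5 µM, in 0.5% DMSO · Times – 4 h, 22.5 °C incubation · Also added – Eu donor and XL665 acceptor anti-tag antibodies · Measure – percent inhibition of core106 dimerization signal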
Efflux pump mplx: inhibitors of Candida antifungal efflux pumps expressed in yeast. S. cerevisiae Candida pump triplex, Nile Red efflux. inhibition, % at 10 µM. actives 0.44% (n = 330,000);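 active = plate passing quality check with inhibition over a set limit, or well fluorescence over plate mean plus 4 SD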;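 note: Nile Red retained in pooled yeast measured as flow cytometry median fluorescence; 0% = buffer negative control and 100% = Enniatin B positive control; higher means more Nile Red kept so more efflux inhibition; some compounds called inactive have numbers as strong as hits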
Fh CTSL1 inh: cathepsin L1 inhibition, PFM18AAP counter-screen; inhibition, % at 5.96 µM; AID 1906; actives 0.49% (n = 300,000); recombinant F. hepatica cathepsin L1, Z-Leu-Arg-MCA fluorescence;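 active = inhibition above the mean of all tested compounds plus 3 SD, set per screening campaign, cut at about 17% in these data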;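 note: 0% = plate median of test compound wells and 100% = 1 µM Z-Phe-Ala-diazomethylketone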
TPT1 inh: C. albicans TPT1 enzyme inhibition | AID 1962 | recombinant caTPT1, FP RNA substrate dephosphorylation | inhibition, % at 5 µM | actives 0.81% (n = 300,000);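 active = inhibition above the mean of all tested compounds plus 3 SD, set per screening campaign, cut at about 24% in these data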;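 note: plate controls were DMSO alone for no effect and ferristatin control at 100 nM for full effect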
PP5 inh: inhibitors of human protein phosphatase 5 (PP5). AID 1987. inhibition, % at 6.7 µM. actives 0.18% (n = 320,000). purified PP5c, OMFP substrate fluorescence. P53041;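 active = inhibition above the campaign's mean inhibition across all tested compounds plus 3 SD, cut at about 9.5% in these data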;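 note: 0% = DMSO only and 100% = 100 µM cantharidin control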
procasp3 activ: activators of human procaspase-3; AID 463141; P42574; activation, % at 8.5 µM; actives 0.11% (n = 330,000); recombinant procaspase-3 D3A, Ac-DEVD-pNA absorbance 405 nm;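 active = activation above the mean of all tested compounds plus 3 SD, cut at about 21% in these data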;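 note: 0% = DMSO alone and 100% = DMSO wells spiked with extra 5 µM PC-3 D3A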
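Evaluation: percent activation relative to control range; Material: Procaspase-3 D3A mutant, all three cleavage aspartates alanine; Compound: single dose, 8.5 µM nominal compound, 0.8% DMSO; Replication: one well per compound; Signal: absorbance at 405 nm, 0 and 120 min; Schedule: 1 h preincubation plus 2 h reaction at 25 °C.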
The depositor's hits bear a star; · = no result given; & = joins results of further samples.

compound	PP1 counter	Fh CTSL1 inh	TPT1 inh	Efflux pump mplx	proCasp7 act	procasp3 activ	PP5 inh	core dimer inh	GASC-1 inh
N#CCC(=O)Nc1ccc(C(=O)OCC(=O)NNC(=O)c2ccc(Cl)cc2)cc1	3	-11	23	0.1	6	5	-0.5	8	11
Cc1ccc(C(=O)N2CCN(c3ncnc4c(C)csc34)CC2)cc1	6	-8	-3	0.0	0	0	1.6	-4	3
Cc1cccc(NC(=O)CSCC(=O)Nc2cc(Cl)ccc2N2CCN(C)CC2)c1	-2	1	4	-0.7	1	-6	0.9	-7	11
COc1ccc(-n2c(=O)cc(N3CCN(Cc4ccccc4)CC3)[nH]c2=O)cc1	1	-4	-1	-0.1	-6	-4	1.2	-1	1
O=C(NCCCN1CCOCC1)c1ccc2c(=O)n(-c3ccc(F)c(Cl)c3)c(=S)[nH]c2c1	-1	-1	0	-0.1	-1	-3	-0.4	4	3
Cc1ccc(S(=O)(=O)Nc2ccccc2C=Nc2cccc(C)c2C)cc1	-2	-1	4	-0.1	2	-9	-3.2	5	-4
Cc1ccccc1NC(=O)COC(=O)C1(C)CC1(Cl)Cl (stereo unspecified)	-3	1	1	-0.1	-4	7	-3.4	-3	5
COc1cc(S(=O)(=O)NC2CC(C)(C)NC(C)(C)C2)c(OC)cc1Cl	1	-3	-2	-0.1	-7	5	1.7	-12	6
COCCn1nnnc1C(c1ccccc1)N1CCN(c2ccccc2)CC1 (stereo unspecified)	-2	-3	3	0.0	-1	-9	1.1	-2	-6
N/C(=N\OCc1ccc([N+](=O)[O-])cc1)c1ccccn1	-1	6	-2	0.2	10	4	1.1	3	-16
O=C(COc1ccccc1[N+](=O)[O-])N1CCN(S(=O)(=O)c2ccccc2)CC1	-1	2	-1	0.2	6	-2	0.0	0	1
CCOc1ccccc1N1CCN(C(=O)c2c(CC)noc2C)CC1	-9	-1	0	0.0	8	0	-1.2	2	0
Cc1[nH]c2ccccc2c1C(=O)CN1CCC2(CC1)OCCO2	-1	-2	-4	0.0	8	1	3.7	0	7
O=C1c2ccccc2C(Nc2ccc(F)c(Cl)c2)N1Cc1ccco1 (stereo unspecified)	9	0	7	0.0	0	-8	2.0	35	2
CCOc1ccc(N(CC(=O)OC)S(=O)(=O)c2ccc3c(c2)n(C)c(=O)c(=O)n3C)cc1	-11	-4	3	0.5	4	-2	1.4	3	3
O=C1CN(CC(=O)N2CCOCC2)c2ccccc2O1	-3	-4	-2	0.0	-5	1	1.9	-8	-4
Fc1cccc(Cl)c1CSc1nnnn1-c1ccc2c(c1)OCO2	4	0	-3	0.0	13	4	3.4	-2	5
CCOc1ccc(/C=C/c2nc(C#N)c(NCCCN(C)C)o2)cc1	-2	4	1	-0.1	5	2	0.8	-2	1
O=C1CC(=O)Nc2cc(S(=O)(=O)N3CCN(c4cccc(C(F)(F)F)c4)CC3)ccc2N1	-2	-2	-5	0.0	3	7	1.5	3	4
O=C(c1ccccc1)N1CCN(C(=S)NCc2ccco2)CC1	3	-5	0	-0.1	-8	1	1.3	-2	-26
O=C(NCc1ccc(OC(F)(F)F)cc1)C1CC(c2ccccc2[N+](=O)[O-])=NO1 (stereo unspecified)	2	-1	0	-0.2	-2	3	0.4	10	7
CCOC(=O)c1sc2ncnc(OC)c2c1C	-3	-1	-3	0.0	11	0	-3.0	-1	9
CCOC(=O)C1CCCN(C(=O)c2ccc(C)c([N+](=O)[O-])c2)C1 (stereo unspecified)	1	-3	1	0.4	2	7	0.8	-7	2
COc1ccc(NC(=O)NCc2ccccn2)cc1	2	0	-3	0.1	9	-13	0.4	-4	6
COCCNC(=O)/C(C#N)=C/c1ccc(-c2ccc(OC)cc2[N+](=O)[O-])o1	-1	6	-7	0.0	8	0	-1.9	-3	12
COc1ccc(C(=O)Nc2ccccc2C(=O)NC(Cc2ccc(O)cc2)C(=O)NNC(=O)c2ccccc2)cc1 (stereo unspecified)	1	0	-2	1.0	0	5	3.7	3	1
O=C1NC(=S)S/C1=C/c1ccc(N2CCOCC2)o1	3	7	15	1.9	-28	-24	2.9	-60	13
Nc1nonc1C(=O)NCCc1ccccc1	-1	0	-2	-0.1	9	3	-2.8	-1	3
O=[N+]([O-])c1cccc(/C=N/n2cnnc2)c1	2	1	0	-0.2	3	-3	0.7	0	-8
COc1cc(/C=C(\C#N)C(=O)Nc2ccc3ccccc3c2)c([N+](=O)[O-])cc1OC	-3	1	-1	-0.3	-3	-8	0.7	12	2
Cc1nn2c(N)c(C#N)cnc2c1-c1ccc(Cl)cc1	-2	-3	2	0.0	5	-1	-2.3	-4	-1
COc1ccc(Cl)cc1NC(=O)c1cc(-c2cc(C)ccc2O)n[nH]1	-4	-4	0	0.0	1	1	0.5	-2	3
O=C(/C=C/c1ccccc1)NC(=S)Nc1ncccn1	-1	-4	-3	-0.1	1	-2	-2.5	-1	-9
CN1C(=O)CSC1=NC12CC3CC(CC(C3)C1)C2	2	2	-3	0.0	9	3	1.3	1	-1
c1ccc(CCC2CCCCN2Cc2nc(-c3ccc4c(c3)OCO4)no2)nc1 (stereo unspecified)	-1	-2	-2	0.1	-2	-6	1.4	-3	-10
CCOC(=O)[C@@H]1[C@H]2COc3cc(OC)ccc3[C@H]2N2C(=O)N(c3ccc(C)cc3)C(=O)[C@]12C	·	·	·	0.2	9	8	·	·	0
COc1ccc(OCC(O)Cn2c(=N)n(Cc3ccccc3)c3ccccc32)cc1 (stereo unspecified)	4	1	-1	0.0	-6	-4	2.8	-5	-11
NC(=O)CC1(CC(=O)O)CCCCC1	-3	-2	-1	-0.2	-14	-5	1.1	0	-11
CCOC(=O)c1c(=O)n(O)c2ccc(OC)cc2[n+]1[O-]	2	13	-121	-0.1	-16	-26	-10	-2	3
COC(=O)c1c(NC(=O)CN(c2ccc(C)c(C)c2)S(C)(=O)=O)sc2c1CCCC2	2	3	2	-1.3	-4	5	2.5	-2	6
C=C(C)C(=O)Nc1cccc(C2=NOC3(C2)C[C@@H](C(N)=O)N(C(=O)/C=C/CC)C3)c1 (stereo partly specified)	12	-1	2	0.0	2	6	0.7	-67	13
O=C(c1ccco1)N1CCN(Cc2cc(=O)c(OCc3cccc(Cl)c3)co2)CC1	-9	-4	-4	-0.1	3	9	1.5	1	-1
Cc1ccc2cc(C(c3nnnn3C3CCCC3)N3CCN(c4ccc(F)cc4)CC3)c(=O)[nH]c2c1 (stereo unspecified)	2	-2	5	0.5	-3	7	3.9	-1	21&1
Cc1nn(C(C)C(=O)NCCCN(Cc2ccccc2)C(C)C)c(=O)c2c1sc1ccccc12 (stereo unspecified)	12	-12	-2	0.1	3	-1	-2.0	8	6
Cc1c(/C=N/n2cnnc2)c2ccccc2n1C	1	4	-1	-0.3	-2	5	0.3	3	15
Nc1nc(NCCO)nc(NCC2CCCO2)c1[N+](=O)[O-] (stereo unspecified)	-3	7	1	0.2	7	3	0.4	-3	10
Cn1nnnc1SCC(=O)NC(=O)Cc1ccccc1	2	-2	-1	0.0	5	-2	-0.9	-1	·
CC1CCN(C(=O)CSc2nc3c(cnn3-c3ccccc3)c(=O)[nH]2)CC1	-1	7	1	0.1	0	-1	1.7	5	19
Cc1ccc(C(=O)C(C)OC(=O)C2CC(=O)N(C3CCCCC3)C2)cc1 (stereo unspecified)	3	-37	-3	-0.1	10	-1	-0.9	7	1
O=C(COC(=O)/C=C/c1cc(Br)ccc1F)NC1CC1	·	·	·	0.0	5	-13	·	·	-11
COC(=O)CCC(=O)N1CCCC(CO)(Cc2ccccc2)C1 (stereo unspecified)	-2	-3	0	0.2	8	5	-0.8	-10	-1
CC1CCCC(C)N1C(=O)COC(=O)/C=C/c1ccco1 (stereo unspecified)	·	·	·	-0.1	-3	-2	·	·	-5
CC(=O)N1CCCN(Cc2cn(-c3cc(C)ccc3C)nc2-c2ccccc2)CC1	-2	3	-2	0.0	2	2	0.5	2	-3
Cc1ccc(NS(=O)(=O)c2ccc(-c3ccc(=O)[nH]n3)o2)cc1Cl	0	0	-3	-0.3	-3	1	1.7	10	9
COc1ccc(NC(=O)CSC2=NN3CCCC(=O)N=C3S2)c(OC)c1	-3	3	1	-0.1	-4	7	2.7	9	11
Cc1ccc(S(=O)(=O)c2ccc(C)cc2)cc1	-1	-2	-4	0.0	11	-2	2.5	1	27
CC1Sc2ccc(S(=O)(=O)N3CCN(c4cccc(Cl)c4)CC3)cc2NC1=O (stereo unspecified)	0	-1	1	0.1	2	0	3.2	7	6
NS(=O)(=O)c1cccc(NC(=O)c2cccc(S(=O)(=O)N3CCCCCC3)c2)c1	·	·	·	0.0	12	5	·	·	-7
CN(Cc1ccccc1)C(=O)COC(=O)c1ccccc1Nc1ccccc1	1	1	4	0.1	-3	3	-0.5	2	-3
Cn1cccc1Cc1nnc(SCC(=O)Nc2nc3ccccc3s2)n1CCc1ccccc1	4	2	6	0.0	-3	-11	1.1	-6	·

Following part.
compound	PP1 counter	Fh CTSL1 inh	TPT1 inh	Efflux pump mplx	proCasp7 act	procasp3 activ	PP5 inh	core dimer inh	GASC-1 inh
Cn1c(=O)c2c(nc(SCC(=O)N3CCOCC3)n2C)n(C)c1=O	0	2	2	-0.1	-1	5	1.4	-5	-3
CCN(CC(=O)Nc1c(F)cccc1F)C(=O)CSc1ccccc1	-5	2	1	0.1	-8	0	-1.5	-3	0
COc1ccc(S(=O)(=O)N2CCOCC2)cc1NC(=O)CN1C(=O)NC2(CCCC2)C1=O	-1	·	·	0.1	-10	3	2.9	·	4
O=[N+]([O-])c1cc(S(=O)(=O)Nc2ccccc2)ccc1N1CCN(c2ccc(O)cc2)CC1	-1	4	-2	-1.0	-24	1	1.6	3	3
CC1(C)C(C=C(Cl)Cl)C1C(=O)OCc1cccc(Oc2ccccc2)c1 (stereo unspecified)	-3	3	1	0.0	3	3	-0.3	4	·
O=C(NNC(=O)c1ccc[nH]1)Nc1cc(Cl)cc(Cl)c1	8	3	1	0.1	-9	-3	16*	-1	21
O=c1ccccn1Cc1c(F)cccc1Cl	-5	4	3	-0.1	8	7	-1.8	6	9
Cc1ccccc1NC(=S)NC(NC(=O)c1ccccc1C)C(Cl)(Cl)Cl (stereo unspecified)	0	1	4	0.2	-5	-2	2.5	4	-7
